TDP2 absorb = blocks human TDP2 phosphodiesterase activity; 0.34% of 370,000 active; recombinant TDP2, T5PNP hydrolysis, p-nitrophenol absorbance 415 nm; inhibition, % at 12.8 µM;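 active = inhibition above the mean of all tested compounds plus 3 SD, set per campaign, cut at about 25% in these data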;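 also: 0% = DMSO with enzyme and 100% = buffer with substrate but no TDP2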
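System: recombinant human TDP2 / Amount: 120 nM TDP2 per well / Also added: 5 mM T5PNP chromogenic substrate / Doses: 12.8 µM single point, 1% DMSO / Incubation: 2 h at 37 °C / Detection: p-Nitrophenol epi absorbance / Evaluation: % inhibition relative to enzyme-containing and enzyme-free wells / Repeats: singlicate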
ADAM10 inh = inhibitors of human ADAM10 | O14672 | 0.62% of 370,000 active | inhibition, % at 7 µM | AID 720582 | recombinant ADAM10, EDANS/DABCYL FRET peptide cleavage, 3 h;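 active = inhibition above a per-campaign cutoff equal to the mean of compounds falling between control-based bounds plus 3 SD, cut at about 20% in these data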;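 also: 0% = DMSO wells while the 100% control is not disclosed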
ARFGAP1 inhibitor = rat ARFGAP1 inhibition; Arfgap1-stimulated ARF1 GTP hydrolysis, GDP FP detection; inhibition, % at 16.5 µM; 0.26% of 360,000 active;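 active = inhibition above a per-plate limit, mean inhibition of low control wells plus 3 SD, cut at about 25% in these data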;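 also: 0% = DMSO wells with enzyme and 100% = wells lacking Arfgap1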
Target sequence (Q62848 1-136 limits assumed): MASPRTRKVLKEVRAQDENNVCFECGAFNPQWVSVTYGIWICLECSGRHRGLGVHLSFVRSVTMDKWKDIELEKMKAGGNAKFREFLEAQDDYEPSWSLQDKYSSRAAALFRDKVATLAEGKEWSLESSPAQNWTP
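Material: rat Arfgap1 catalytic domain, aa 1-136; also added: human ARF1(Δ1-17)-GTP substrate; compound dosing: one concentration, 16.5 µM, DMSO 1.26%; incubation: GTP hydrolysis reaction 2 h at 25 °C; measured by: Tracer-displacement fluorescence polarization with EDTA stop, 620/688 nm; evaluation: % inhibition from polarization; repeats: one replicate per compound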
PLCg1 inh = inhibitors of human phospholipase C gamma1 | P19174 | purified PLC-gamma1, fluorogenic substrate, fluorescence | inhibition, % at 12.2 µM | 0.84% of 370,000 active | AID 720700; in the data active = inhibition above about 9.5%
Tn6 DDE FP = disrupts Tn6 cyclic peptide binding to fibrin D-Dimer-E complex; P02675; Fibrin DD(E) TRITC-Tn6 fluorescence polarization displacement; inhibition, % at 8.3 µM; 0.21% of 370,000 active; AID 720509;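 active = inhibition above a per-campaign cutoff: mean of compounds within control limits plus 3 SD, cut at about 15% in these data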;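 also: 0% = median of all compound wells on the plate and 100% = blocking peptide control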
Target sequence (P02675 whole entry, looked up): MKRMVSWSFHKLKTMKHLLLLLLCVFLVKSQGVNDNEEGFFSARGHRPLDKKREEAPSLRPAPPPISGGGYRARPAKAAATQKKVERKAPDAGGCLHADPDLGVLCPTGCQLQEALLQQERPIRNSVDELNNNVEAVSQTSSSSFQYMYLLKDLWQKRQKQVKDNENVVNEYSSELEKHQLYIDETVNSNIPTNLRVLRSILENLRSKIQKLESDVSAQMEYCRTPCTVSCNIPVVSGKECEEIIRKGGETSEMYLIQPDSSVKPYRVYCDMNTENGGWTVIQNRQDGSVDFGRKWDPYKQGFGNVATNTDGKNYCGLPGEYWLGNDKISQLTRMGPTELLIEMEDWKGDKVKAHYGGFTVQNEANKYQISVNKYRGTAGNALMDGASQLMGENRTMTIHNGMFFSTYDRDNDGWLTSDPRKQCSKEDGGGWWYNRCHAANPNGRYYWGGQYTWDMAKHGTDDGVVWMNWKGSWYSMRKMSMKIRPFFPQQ
DDE Tn7 FP inh = DD(E)-Tn7 binding inhibition, primary FP screen; FP displacement of FITC-Tn7 peptide from fibrin DD(E); 0% = median of compound wells per plate; inhibition, % at 8.3 µM; 0.13% of 370,000 active; AID 720508;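 active = inhibition above the mean of compounds falling within the control limits plus 3 SD of them, cut at about 14% in these data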;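 also: 0% = plate median of compound wells and 100% = 10 µM Aha-Tn7 peptide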
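Test system: human clot-derived fibrin DD(E) complex / Quantity: 2 µM final DD(E) protein / Incubation: 10 min plus 3 h, room temperature / Measured by: fluorescence polarization / Benchmarks: high control of 10 µM Aha-Tn7 peptide / Replicates: singlicate testing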
LEDGF integ inh = blocks HIV-1 LEDGF/p75-dependent DNA integration. TR-FRET IN-LEDGF/p75 DNA integration, Eu/Cy5. inhibition, % at 3.7 µM. 0.64% of 370,000 active;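 active = inhibition above the screen-wide mean plus 3 SD, cut at about 13% in these data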;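 also: signal is the Cy5 over europium emission ratio at 671 and 618 nm; 0% = plate median of compound wells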
KLK7 zymogen act = activates the human kallikrein-7 zymogen | AID 652039 | activation, % at 7 µM | P49862 | purified proKLK7, EDANS-DABCYL substrate fluorescence; 100% is mature enzyme control, 0% vehicle | 0.9% of 370,000 active;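 active = activation above the mean of all tested compounds plus 3 SD, computed per campaign excluding outliers beyond control limits, cut at about 13% in these data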
ASAP1 GAP inh = ASAP1 ArfGAP inhibition; Q9ULH1; ASAP1-stimulated ARF1 GTP hydrolysis, GDP FP detection; inhibition, % at 16.5 µM; 0.19% of 360,000 active; AID 624377; in the data active = inhibition above about 25%;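 also: 0% = vehicle with enzyme and substrate and 100% = no enzyme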
Target sequence (Q9ULH1 325-724 limits assumed): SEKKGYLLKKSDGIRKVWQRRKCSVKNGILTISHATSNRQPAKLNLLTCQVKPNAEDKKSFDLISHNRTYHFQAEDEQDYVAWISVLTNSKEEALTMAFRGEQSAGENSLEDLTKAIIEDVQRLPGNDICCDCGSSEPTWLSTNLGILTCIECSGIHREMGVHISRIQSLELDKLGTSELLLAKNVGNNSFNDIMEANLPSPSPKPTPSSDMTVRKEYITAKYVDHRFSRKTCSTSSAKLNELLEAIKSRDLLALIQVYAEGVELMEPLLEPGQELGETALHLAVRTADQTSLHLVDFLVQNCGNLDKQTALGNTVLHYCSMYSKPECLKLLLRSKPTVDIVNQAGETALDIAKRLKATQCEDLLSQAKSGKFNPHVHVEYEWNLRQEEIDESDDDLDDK
ADAM17 inh = inhibitors of human ADAM17 | P78536 | recombinant ADAM17, EDANS/DABCYL FRET peptide cleavage | inhibition, % at 6.95 µM | 0.83% of 370,000 active;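 active = inhibition above the mean of compounds lying between control limits plus 3 SD, set per campaign, cut at about 8.5% in these data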;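 also: 0% = DMSO-only wells as the low control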
* marks the source's active call; other numbers are inactive results; i = inactive; x = not tested or not shown.

#	Molecule	Tn6 DDE FP	ARFGAP1 inhibitor	PLCg1 inh	KLK7 zymogen act	DDE Tn7 FP inh	ASAP1 GAP inh	ADAM17 inh	LEDGF integ inh	ADAM10 inh	TDP2 absorb
1	CC(=O)c1ccc(NS(=O)(=O)c2ccc(N/C=C/C(=O)c3ccc(F)cc3)cc2)cc1	-13	9	-22	-3.6	1	9	1	-1	2	-12
2	CCN(CC)c1ccc(NC(=O)COc2ccccc2C#N)cc1S(=O)(=O)Nc1ccc(OC)cc1	4	-2	-1	0.3	7	-12	5	3	13	1
3	Cc1ccc(NC(=O)CSC2=NCCN2)cc1	-8	-2	3	-0.2	2	-8	-1	-3	-3	0
4	NC(=O)C1CCN(CC(=O)Nc2cccnc2Cl)CC1	2	-11	-1	0.1	-2	-4	-5	-4	-11	0
5	CC(=O)Nc1nc2ncccn2c1-c1ccccc1	4	x	i	9.6	6	x	-203	4	i	-11
6	CCOC(=O)C1CCN(C(C(=O)Nc2ccc3c(c2)OCCO3)c2ccccc2)CC1 (configuration not stated)	10	-1	-1	0.3	1	-10	-2	-1	4	-10
7	CCc1cccc(NS(=O)(=O)c2ccc3c(c2)oc(=O)n3C)c1	3	5	6	-0.6	-3	5	4	1	9	3
8	O=C(O)CCSc1nnnn1-c1ccccc1	-4	2	-5	0.0	6	5	-9	-1	-3	10
9	CC1CCc2c(sc(NC(=O)C3c4ccccc4Oc4ccccc43)c2C(N)=O)C1 (configuration not stated)	-4	-4	3	0.2	3	2	2	-2	2	-8
10	O=C(NCCC1CCCCN1S(=O)(=O)c1ccc(Cl)cc1)C(=O)NCCN1CCOCC1 (configuration not stated)	-6	-5	-2	-0.2	-1	9	-1	-1	-1	10
11	COc1ccc(C(CCN2CCOCC2)c2c(OC)cc(OC)c3c(-c4ccccc4)cc(=O)oc23)cc1 (configuration not stated)	-1	-3	-136	-9.0	-3	8	-2	-4	-12	1
12	CCN1CNC(=S)N(CCc2ccccc2)C1	8	7	0	0.0	6	-1	-6	-3	-6	2

Six entries out of the list, ordered by SMILES length, lowest first:
#	Molecule	Tn6 DDE FP	ARFGAP1 inhibitor	PLCg1 inh	KLK7 zymogen act	DDE Tn7 FP inh	ASAP1 GAP inh	ADAM17 inh	LEDGF integ inh	ADAM10 inh	TDP2 absorb
8	O=C(O)CCSc1nnnn1-c1ccccc1	-4	2	-5	0.0	6	5	-9	-1	-3	10
5	CC(=O)Nc1nc2ncccn2c1-c1ccccc1	4	x	i	9.6	6	x	-203	4	i	-11
4	NC(=O)C1CCN(CC(=O)Nc2cccnc2Cl)CC1	2	-11	-1	0.1	-2	-4	-5	-4	-11	0
7	CCc1cccc(NS(=O)(=O)c2ccc3c(c2)oc(=O)n3C)c1	3	5	6	-0.6	-3	5	4	1	9	3
2	CCN(CC)c1ccc(NC(=O)COc2ccccc2C#N)cc1S(=O)(=O)Nc1ccc(OC)cc1	4	-2	-1	0.3	7	-12	5	3	13	1
11	COc1ccc(C(CCN2CCOCC2)c2c(OC)cc(OC)c3c(-c4ccccc4)cc(=O)oc23)cc1 (configuration not stated)	-1	-3	-136	-9.0	-3	8	-2	-4	-12	1

More entries follow.
#	Molecule	Tn6 DDE FP	ARFGAP1 inhibitor	PLCg1 inh	KLK7 zymogen act	DDE Tn7 FP inh	ASAP1 GAP inh	ADAM17 inh	LEDGF integ inh	ADAM10 inh	TDP2 absorb
13	FC(F)(F)c1cccc(-c2nc(-c3ccncc3)no2)c1	-3	3	7	-0.6	-7	5	1	1	5	-16
14	COc1ccc(NC(=O)CSc2n[nH]c(=O)n2Cc2ccccc2)cc1Cl	-2	-5	-1	-0.4	7	-8	2	-2	9	1
15	COc1cc(C)c(Br)cc1S(=O)(=O)NCCN1CCOCC1	4	-4	1	0.2	5	-8	-4	-1	1	9
16	O=S(=O)(Cc1ccccc1)NCC1CCCO1 (configuration not stated)	-5	-2	0	0.2	-2	-1	-2	-2	-2	-11
17	C[N+](C)(C)CCCCCCC(=O)/C=N/O	-1	3	3	-0.2	-1	-1	2	6	3	-7
18	CNC(=O)c1c2c(nc3ccc(Br)cc13)CCCC2	5	-11	3	0.5	-3	-3	2	2	2	-8
19	CC(=O)N1CCN(Cc2cc(=O)oc3cc(C)c(C)cc23)CC1	-6	-2	-1	0.6	6	4	-7	2	-24	2
20	CCN(CC)C(=O)C1=C(C)N(CCCN2CCCC2=O)C(=O)C(CC(=O)NCc2cccs2)C1 (configuration not stated)	-3	16	2	-0.4	-5	1	0	2	-23	-6
21	CCC(C)[C@H](NC(=O)C1CC(=O)N(c2ccc3c(c2)OCCO3)C1)C(=O)N1CCCCC1 (some centres not stated)	7	11	6	-0.3	-3	-2	-4	4	-3	5
22	CCOC(=O)N1CCN(C(=O)C2CCCN(S(=O)(=O)c3cccnc3)C2)CC1 (configuration not stated)	0	5	1	0.9	5	-8	0	6	0	-4
23	Cn1sc(NC(=O)c2cccc(Cl)c2)nc1=O	-3	10	5	-0.3	2	-1	3	-2	6	14
24	O=C(Nc1ccc(Br)cc1)c1ccc(Br)c(S(=O)(=O)Nc2cccnc2)c1	1	8	-1	-0.1	-2	8	1	-3	-2	-1
25	CCn1c(SCc2ccc(F)cc2)nc2ccccc2c1=O	-5	18	11*	0.1	1	4	5	9	10	-20
26	CCC1(c2ccc(F)cc2)NC(=O)N(CC(=O)Nc2ccccc2Cl)C1=O (configuration not stated)	0	1	1	-0.4	4	12	0	-1	-1	12
27	O=C(NCCCN1CCN(c2ccccc2)CC1)Nc1ccccc1C(F)(F)F	9	-14	1	-0.1	12	-14	-1	-2	1	-3
28	COc1cccc(NC(=O)COC(=O)/C=C/c2ccc(Cl)cc2Cl)c1	-6	5	1	0.2	-4	4	1	0	11	-5
29	COc1cc(C(=O)OC2CCOC2=O)c([N+](=O)[O-])cc1OC (configuration not stated)	2	-13	-1	-0.4	7	0	-1	2	-3	1
30	Cc1nc(CS(=O)(=O)c2ccccc2)cc(Sc2ccc(Cl)cc2Cl)n1	0	1	-1	0.7	-7	0	-2	4	-2	4
31	CCc1nc2c(OCc3ccc(C#N)cc3)cccn2c1N(C)C(=O)C(C)C	2	4	-1	-0.9	3	2	-1	1	-7	3
32	CCOc1cc2[nH]c(=S)n(CC3CCCO3)c(=O)c2cc1OCC (configuration not stated)	-3	6	1	0.4	5	-9	-1	-2	0	3
33	Cc1cccc2cc(C3CC(c4ccco4)=NN3S(C)(=O)=O)c(Cl)nc12 (configuration not stated)	1	9	0	0.1	1	5	1	1	9	-14
34	CC1=NN(C(=O)c2ccccc2F)C(O)(c2ccc(Cl)cc2)C1 (configuration not stated)	0	6	1	-0.7	11	-4	-5	-1	2	2
35	CCn1cc(Br)c(C(=O)NC(=S)Nc2ccc(C(=O)OC)cc2)n1	-4	8	3	0.2	-5	13	0	2	-2	10
36	CCCCNC(=O)C(C)N(CCN(C)C)C(=O)CCCN1C(=O)NC(c2ccc(Cl)cc2)C(C(=O)OCc2ccccc2)=C1C (configuration not stated)	-1	-3	1	-0.3	1	11	-2	-2	-6	1
37	CCOC(=O)N1CCC(NC(=O)CCc2c(C)nc3ncnn3c2C)CC1	5	8	-1	0.6	-13	2	2	0	0	3
38	COc1ccc(CCNC(=O)CCCNC(=O)Cn2cnc3sc(C)c(C)c3c2=O)cc1OC	-5	2	-3	0.0	-7	2	-2	3	1	0
39	COCCCn1c(SCC(=O)NNC(=O)c2cccc(O)c2)nnc1-c1ccncc1	5	-7	0	0.0	-2	-3	-8	-3	-9	3
40	CCOC(=O)/C=c1\s/c(=C\c2ccc3cc(OC)ccc3c2)c(=O)n1CC(=O)NCc1ccc2c(c1)OCO2	-11	20	-54	-8.9	-8	1	-13	-2	-26	-10
41	CC(C)NC(=O)N(C)C[C@H]1Oc2cc(C#Cc3ccc(F)cc3)ccc2S(=O)(=O)N([C@H](C)CO)C[C@H]1C	-5	-8	-2	0.4	10	9	8	-8	5	-10
42	COc1cc([N+](=O)[O-])c(OC)cc1SCc1n[nH]c(=S)n1-c1ccc(F)cc1	0	-7	0	0.4	4	-12	0	-4	9	-3
43	O=C(NCC1CCCO1)C1CC(c2ccccc2Cl)=NO1 (configuration not stated)	8	6	0	0.2	6	-9	-4	-3	6	-8
44	Cc1nnc(SCC(=O)NC2CCC(C)CC2)s1 (configuration not stated)	4	3	0	-0.7	0	3	-2	-1	-2	11
45	C=Cn1cc[n+](CC(=O)c2ccc(-c3ccccc3)cc2)c1	-3	-11	-2	0.4	-8	8	-3	-2	-17	-5
46	Cc1ccc(C(=O)C[n+]2ccc(Cc3ccccc3)cc2)cc1	-2	-3	-3	0.1	2	8	0	-1	6	-6
47	CC(=O)N1CCN(c2ccccc2NC(=O)c2cccs2)CC1	5	0	-1	0.3	-2	8	1	1	-2	7
48	CCn1c(CC(=O)Nc2ccccc2F)nnc1SCC(=O)NC1CCCCC1	5	-3	5	-0.8	-2	5	-1	1	16	-6
49	OCCc1c[nH]c2ccccc12	10	-9	-1	-0.6	-4	4	-2	2	-3	4
50	CCOC(=O)NC(O)C(=O)c1ccc(F)cc1 (configuration not stated)	-8	7	2	0.2	3	11	0	3	6	10
51	CNC(=S)N=Nc1c(O)[nH]c2ccccc12	-2	8	3	0.6	1	4	4	1	1	2
52	CCNC(=O)CN(c1ccc(Cl)cc1)S(=O)(=O)c1ccccc1	3	11	-2	0.0	8	2	-2	-8	-2	-7
53	Cc1cc(NC(=O)c2cnccn2)no1	6	-4	-9	0.6	-2	4	-4	0	-11	10
54	COc1ccc2ccccc2c1C(O)c1nccn1C (configuration not stated)	17*	-7	-54	4.7	33*	10	-24	-2	-84	17
55	CCc1ccc([C@@H]2C[C@H]3[C@@H](CN2S(=O)(=O)c2ccc(C)cc2)C(=O)C[C@@H](c2ccc(Cl)cc2)N3S(=O)(=O)c2ccc(C)cc2)cc1	-7	16	1	-0.5	-9	17	0	-5	8	3
56	Nc1nc2ccc(Cl)cc2o1	6	-5	2	0.1	6	-24	-2	-2	-1	-8
57	CCOc1ccc(NC(=O)CCC(=O)O)cc1	2	11	2	0.0	8	-13	0	2	4	2
58	COc1cc2c(cc1OC)CN(CC(=O)Nc1ccccc1C#N)CC2	-4	2	-45	-0.4	6	-5	-37	-2	-141	1
59	CC(C)C[C@H]1COc2cc(Br)ccc2S(=O)(=O)N1Cc1cn(Cc2ccco2)nn1	9	x	0	-0.5	1	x	-1	2	5	6
60	Cc1cc(C)nc(Nc2nc(C)c3cc4c(cc3n2)OCO4)n1	0	-5	-11	0.0	-4	4	-68	-1	-221	8
